Assay outcomes as filed in PubChem.
uPA generation: qHTS for Inhibitors of Cell Surface uPA Generation; cell surface uPA generation assay, qHTS; Potency, µM (series often up to 38.3 µM), for the others: at the highest dose activity change, negative = inhibition, actives largely listed as inhibitors; hit rate 0.31% among 330,000; AID 540303, 2011; active = well fitted inhibition curve with a large enough effect; inconclusive = small, poorly fitted or top-dose-only effect; inactive = no such curve, though single readings can be large or run the other way; tested in mouse RAW 264.7 cells; also: potency is read from the fitted curve at half-maximal effect; % is scaled to controls: 0 for no effect and ±100 for the full control effect; nearly all actives have a fitted effect of over 55% in size
TSG101-PTAP inh: qHTS Assay for Iinhibitors of HIV-1 Budding by Blocking the Interaction of PTAP/TSG101 | Tumor susceptibility gene 101 protein (Homo sapiens), Q99816 | Fluorescence polarization, FITC-PTAP peptide / Tsg101 binding | Potency, µM (top dose mostly 115 µM), for inactives: top-dose activity change, negative = inhibition, most hits filed as inhibitors | 340,000 tested, under 10 active; active = well fitted inhibition curve with a large enough effect in the main read-out, with a control signal flat, not every such curve was filed as active; inconclusive = small, poorly fitted or top-dose-only effect, or effect the other way, or a change in a side signal; inactive = no such curve, though single readings can be large or run the other way; also: potency is read from the fitted curve at half-maximal effect; % of control where 0% means no effect
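Tsg101 binding domain (10 uM final) was mixed with compound and a FITC-labeled PTAP peptide (50 nM final) in HEPES pH 7.5 buffer with NaCl, Tween 20, EDTA and TCEP; fluorescence polarization was read after 20 min at r.t.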
ELG1 repair inh: qHTS screen for small molecules that inhibit ELG1-dependent DNA repair in human embryonic kidney (HEK293T) cells expressing luciferase-tagged ELG1; hit rate 2.3% among 330,000; Potency, µM (titrated, usually from 46.1 µM), for the others: at the top dose activity change, negative = inhibition, hits mostly inhibitors; HEK293T ELG1-luciferase reporter, luminescence, 16 h; DNA damage induced by 5-fluorouridine; AID 504467, 2011; also: potency is read from the fitted curve at half-maximal effect; % is scaled to controls: 0 for no effect and ±100 for the full control effect; nearly all actives have a fitted effect of over 55% in size
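In this reporter screen, reduction of luminescence relative to DMSO vehicle indicated activity. Compounds and 5-fluorouridine were added together to 2,000 cells per well, incubated for 16 hr at 37 °C, then developed with ONE-Glo.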
Mito fusion act: qHTS Assay for Small Molecule Inhibitors of Mitochondrial Division or Activators of Mitochondrial Fusion. hit rate 0.23% among 320,000. Potency, µM (highest dose often 46.1 µM), for inactives: at the highest dose growth rescue (activation), most hits filed as activators. AID 485298, 2010. S. cerevisiae fusion-defective mutant growth rescue, CellTiterGlo 48 h;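 also: potency is read from the fitted curve at half-maximal effect; % of control where 0% means no effect; nearly all actives have a fitted effect of over 45% in size; temperature-sensitive fusion mutants such as fzo1-1 at 37 °C on non-fermentable ethanol glycerol medium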
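S. cerevisiae fusion-defective temperature-sensitive mutants (e.g. fzo1-1, mgm1-5) grown 48 h at 37C in YPEG (ethanol/glycerol non-fermentable) medium with 23 nl compound per well; growth rescue read as CellTiterGlo luminescence.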
USP2a inh: qHTS Assay for Inhibitors of Ubiquitin-specific Protease USP2a Using CHOP2 as the Reporter; Ubiquitin carboxyl-terminal hydrolase 2 (Homo sapiens), O75604; USP2 core, Ub-CHOP2 coupled fluorogenic reporter, 485/531; Potency, µM (top dose mostly 38.3 µM), without a hit: at the highest dose activity change, negative = inhibition, usual class: inhibitors; hit rate 0.01% among 330,000;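 also: potency is read from the fitted curve at half-maximal effect; plate controls were DMSO wells for no effect and full inhibition by NEM control for full effect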
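USP2 core (10nM final) preincubated 30min RT with compound in 20mM Tris-HCl pH 8.0, 2mM CaCl2, 2mM beta-mercaptoethanol, 0.05% CHAPS; 25nM Ub-CHOP2 plus 25nM reporter substrate added, fluorescence (Ex485/Em531) read after 60min.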
Eya2 phos inh: qHTS Assay for Inhibitors of the Phosphatase Activity of Eya2. Potency, µM (doses to about 76.9 µM), inactives show at the highest dose activity, negative = inhibition, most hits filed as inhibitors. Protein phosphatase EYA2 (Homo sapiens), O00167. AID 488837, 2010. hit rate 0.006% among 330,000. recombinant Eya2, OMFP fluorescence dephosphorylation (OMFP is methylfluorescein phosphate); also: potency is read from the fitted curve at half-maximal effect; % is scaled to controls: 0 for no effect and ±100 for the full control effect
Target sequence (O00167 whole entry, looked up): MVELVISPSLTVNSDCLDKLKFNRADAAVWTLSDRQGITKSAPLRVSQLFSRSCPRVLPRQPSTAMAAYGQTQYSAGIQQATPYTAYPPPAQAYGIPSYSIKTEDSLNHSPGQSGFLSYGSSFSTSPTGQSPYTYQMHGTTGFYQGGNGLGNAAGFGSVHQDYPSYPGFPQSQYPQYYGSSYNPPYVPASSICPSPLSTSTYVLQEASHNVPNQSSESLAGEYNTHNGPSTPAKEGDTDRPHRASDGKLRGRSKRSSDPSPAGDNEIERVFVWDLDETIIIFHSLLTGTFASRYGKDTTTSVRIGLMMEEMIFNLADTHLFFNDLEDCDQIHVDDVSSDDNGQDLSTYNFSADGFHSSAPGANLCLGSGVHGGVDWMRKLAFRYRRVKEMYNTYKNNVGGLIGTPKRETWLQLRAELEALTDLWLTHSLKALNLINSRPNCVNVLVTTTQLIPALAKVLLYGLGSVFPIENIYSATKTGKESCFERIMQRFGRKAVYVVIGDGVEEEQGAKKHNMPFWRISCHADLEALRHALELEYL
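Eya2 (0.2 uM) preincubated 10 min at ambient with compound, then OMFP substrate added at 50 uM; 10 min reaction in 50 mM HEPES pH 7.5, 50 mM NaCl, 5 uM MgCl2, 0.05% BSA, 1 mM DTT. Fluorescence read at Ex 485/Em 525 nm.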
TCR activator: Activators of T cell receptors: qHTS campaign. primary human leukocytes, anti-CD3, IL-2 HTRF, 48 h. Potency, µM (series often up to 9.22 µM), for inactives: at the top dose activation of IL-2 secretion, most hits filed as activators. 330,000 tested, under 10 active. AID 504894, 2011; also: % of control where 0% means no effect
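Readout: HTRF IL-2, Eu-cryptate/d2 antibody pair, 320nm excitation, 665nm emission. Stimulus: a-CD3 beads, no co-stimulation. Cells: primary human leukocytes. Exposure: 48 hr with compound.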
Tb PFK inh: qHTS Assay to Find Inhibitors of T. brucei phosphofructokinase; T. brucei PFK, ADP-Glo luminescence; Potency, µM (top dose mostly 57.5 µM), inactives show at the highest dose activity, negative = inhibition, usual class: inhibitors; hit rate 0.17% among 330,000;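 also: potency is read from the fitted curve at half-maximal effect; 0% = uninhibited 1x PFK enzyme wells and -100% = no-enzyme wells; nearly all actives have a fitted effect of over 60% in size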
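PFK 1.25 nM, F6P 0.5 mM, ATP 0.1 mM, 0.1 M TEA pH 8.0, 5 mM MgCl2, 0.01% Tween20, 0.1% BSA; 45 min RT. ADP-Glo readout. qHTS titration up to 57 uM; curves fitted, compounds curve-classed.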
B2AR arrestin: qHTS assay of beta-arrestin-biased ligands of beta2-adrenergic receptor; Beta-2 adrenergic receptor (Homo sapiens), P07550; beta-arrestin recruitment to beta2AR, cell-based reporter; Potency, µM (titrated, usually from 46.1 µM), without a hit: top-dose activation, actives largely listed as activators; hit rate 0.02% among 330,000;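 also: potency is read from the fitted curve at half-maximal effect; 0% = DMSO controls and full agonism = EC100 isoproterenol or metaproterenol; nearly all actives have a fitted effect of over 65% in size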
Target sequence (P07550 whole entry, looked up): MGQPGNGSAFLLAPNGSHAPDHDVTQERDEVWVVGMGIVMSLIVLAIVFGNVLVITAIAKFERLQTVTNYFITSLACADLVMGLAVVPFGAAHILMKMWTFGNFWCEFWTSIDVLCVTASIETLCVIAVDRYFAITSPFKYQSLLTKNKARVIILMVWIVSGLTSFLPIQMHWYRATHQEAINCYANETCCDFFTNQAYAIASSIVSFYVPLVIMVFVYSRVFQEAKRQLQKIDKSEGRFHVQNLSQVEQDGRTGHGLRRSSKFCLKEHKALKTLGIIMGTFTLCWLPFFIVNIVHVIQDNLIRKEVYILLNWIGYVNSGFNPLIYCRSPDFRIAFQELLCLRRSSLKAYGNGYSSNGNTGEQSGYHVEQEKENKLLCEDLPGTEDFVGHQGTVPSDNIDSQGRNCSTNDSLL
BCR signal inh: qHTS Assay to Find Inhibitors of Chronic Active B-Cell Receptor Signaling; AID 493014, 2011; hit rate 0.05% among 340,000; Potency, µM (doses to about 46.1 µM), for the others: at the top dose ratio change, negative = lower green/red ratio, actives largely listed as inhibitors; ABC-DLBCL IkBa-CBG/CBR reporter, luminescence ratio, 4 h; active = well fitted inhibition curve with a large enough effect in the signal ratio, with a control signal flat, not every such curve was filed as active; inconclusive = small, poorly fitted or top-dose-only effect, or effect the other way, or a change in a side signal; the % refers to the signal ratio;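 also: potency is read from the fitted curve at half-maximal effect; plate controls were basal doxycycline-induced cells for no effect and cells given 10 µM MG132 for full effect; MG132 reads +100%, hits lower the ratio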
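Concentration-response series (up to 46 uM) were applied to TMD8 dual-reporter cells for 4 h at 37C with doxycycline. Green/red ratio, after filter-overlap correction, defined %Activity; red signal alone was normalised to basal cells and zero luminescence.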
TSHR antag: Antagonists of the Thyroid Stimulating Hormone Receptor: HTS campaign; Thyrotropin receptor (Homo sapiens), P16473; TSHR-expressing cells, TSH-stimulated cAMP HTRF, 2 h; hits give low values; activity change, negative = inhibition, % at 11.5 µM; hit rate 0.2% among 330,000; AID 504810, 2011;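 active = activity change below a set negative limit, meaning inhibition stronger than a set level, cut at about -70% in these data; inconclusive = activity change between two set negative limits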; also: % is scaled to controls: 0 for no effect and ±100 for the full control effect
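Read-out is FRET at 665 nm (cryptate excitation 337 nm) from a cryptate-tagged anti-cAMP antibody, competed by cell cAMP against cAMP-d2. Compounds are tested on freshly harvested TSHR cells challenged with 4nM TSH (EC80) for 2 hours at 37 deg C.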
* hit, by the source's call; & = joins results of further samples; [ ] = another dose, or the depositor's remark. Unless noted, calls follow the shape of the dose curve; as a rule, active = well fitted curve in the direction sought with a large enough effect; inconclusive = small, poorly fitted or top-dose-only effect, or another doubt; inactive = no such curve, though single readings can be large; an effect the other way counts as inactive or inconclusive. The order is random (roughly 3% active in at least one column).

For Clc1ccc(Cc2ccccn2)cc1 the results were uPA generation 12%, TSG101-PTAP inh -3%, ELG1 repair inh 5%, Mito fusion act 5%, USP2a inh 0%, Eya2 phos inh -12%, TCR activator 3%, Tb PFK inh 6%, B2AR arrestin 0.1%, BCR signal inh -1% and TSHR antag -8.
`Cc1cccc(C(OC(=O)c2ccco2)C(=O)NCc2ccccc2)n1` (configuration not stated) gave uPA generation 16%, TSG101-PTAP inh 0%, ELG1 repair inh 15%, Mito fusion act -6%, USP2a inh -1%, Eya2 phos inh 0%, TCR activator 4%[46.1 µM], Tb PFK inh 3%, B2AR arrestin 0.9%, BCR signal inh 5% and TSHR antag 17.
`O=C(COC(=O)c1ccc(F)c(S(=O)(=O)N2CCOCC2)c1)c1ccc(Br)cc1` gave uPA generation -1%, TSG101-PTAP inh 1%, ELG1 repair inh 4%, Mito fusion act 21%, USP2a inh -1%, Eya2 phos inh 14%, TCR activator 1%, Tb PFK inh -2%, B2AR arrestin 0.0%, BCR signal inh inconclusive and TSHR antag -13.
Screening NC(=O)CCNC(=O)c1ccc(Cl)cc1 returned uPA generation -4%, TSG101-PTAP inh 1%, ELG1 repair inh 4%, Mito fusion act -2%, USP2a inh 4%, Eya2 phos inh -17%, TCR activator -20%, Tb PFK inh -1%, B2AR arrestin 0.0%, BCR signal inh 8% and TSHR antag -3.
For Fc1cc(Br)ccc1NC(=S)Nc1ccccc1 the results were uPA generation -2%, TSG101-PTAP inh -1%, ELG1 repair inh inconclusive, Mito fusion act -9%, USP2a inh 0%, Eya2 phos inh 2%, TCR activator -4%[46.1 µM], Tb PFK inh -1%, B2AR arrestin -0.6%, BCR signal inh 10% and TSHR antag 18.
O=C(O)CCCN1C(=O)C(=O)/C(=C(/O)c2ccc(Cl)cc2)C1c1ccccc1 (configuration not stated) was read as uPA generation -12%, TSG101-PTAP inh -4%, ELG1 repair inh 23%, Mito fusion act -4%, USP2a inh 1%, Eya2 phos inh 0%, TCR activator -6%, Tb PFK inh 1%, B2AR arrestin 0.4%, BCR signal inh -2% and TSHR antag -4.
`CCn1c(SCC(=O)N2CCC(C)CC2)nc2c1c(=O)n(C)c(=O)n2C` gave uPA generation -8%, TSG101-PTAP inh -4%, ELG1 repair inh -6%, Mito fusion act -21%, USP2a inh 1%, Eya2 phos inh 14%, TCR activator -24%, Tb PFK inh 0%, B2AR arrestin 0.2%, BCR signal inh 2% and TSHR antag 9.
Screening COc1ccc(-c2nc(CS(=O)(=O)CC(=O)NCCCN3CCN(C)CC3)c(C)o2)cc1 returned uPA generation 5%, TSG101-PTAP inh -1%, ELG1 repair inh 3%, Mito fusion act 6%, USP2a inh 1%, Eya2 phos inh 4%, TCR activator -5%, Tb PFK inh 0%, B2AR arrestin -1.0%, BCR signal inh 1% and TSHR antag 1.
For CCOc1cc2c(cc1OCC)C(C(=O)O)C(c1cc(Br)c(O)c(OC)c1)N(C)C2=O (configuration not stated) the results were uPA generation 1%, TSG101-PTAP inh -7%, ELG1 repair inh 0%, Mito fusion act -1%, USP2a inh 4%, Eya2 phos inh -2%, TCR activator 1%, Tb PFK inh 0%, B2AR arrestin 0.1%, BCR signal inh 2% and TSHR antag -5.
Cc1ccc(Oc2ncc(CN3CC(C)OC(C)C3)s2)cc1 (configuration not stated) was read as uPA generation -1%, TSG101-PTAP inh -2%, ELG1 repair inh 5%, Mito fusion act -2%, USP2a inh 1%, Eya2 phos inh 2%, TCR activator -2%, Tb PFK inh 0%, B2AR arrestin -3.6%, BCR signal inh -4% and TSHR antag 1.
Screening O=C1NC2(CCCCC2)N=C1c1ccc(F)cc1 returned uPA generation -6%, ELG1 repair inh -2%, Mito fusion act -6%, USP2a inh 1%, Eya2 phos inh 9%, Tb PFK inh 1%, B2AR arrestin 0.2%, BCR signal inh -2% and TSHR antag -18.
For CCCCN1C(C(=O)Nc2cc(C)on2)=C(O)c2ccccc2S1(=O)=O the results were uPA generation 1%, TSG101-PTAP inh -7%, ELG1 repair inh -21%, Mito fusion act 23%, USP2a inh 2%, Eya2 phos inh 8%, TCR activator -3%, Tb PFK inh 5%, B2AR arrestin 0.3%, BCR signal inh 7% and TSHR antag -10.
For CSc1ccccc1OCc1cc(C(=O)N2CCCC(C)C2)no1 (configuration not stated) the results were uPA generation -1%, TSG101-PTAP inh -4%, ELG1 repair inh inconclusive, Mito fusion act 1%, USP2a inh 1%, Eya2 phos inh -4%, TCR activator 0%, Tb PFK inh 0%, B2AR arrestin -0.4%, BCR signal inh -1% and TSHR antag 0.
Cn1c(C(=O)N2CCC(C(=O)N3CCN(Cc4ccc5c(c4)OCO5)CC3)CC2)cc2sccc21 was read as uPA generation 3%, TSG101-PTAP inh -4%, ELG1 repair inh 7.3µM*, Mito fusion act 3%, USP2a inh 1%, Eya2 phos inh -5%, TCR activator 0%, Tb PFK inh -1%, B2AR arrestin 0.1%, BCR signal inh -13% and TSHR antag 2.
Nc1[nH]ncc1-c1ccc(F)cc1 was read as uPA generation 4%, TSG101-PTAP inh -4%, ELG1 repair inh 15%, Mito fusion act 2%, USP2a inh 0%, Eya2 phos inh -2%, TCR activator -7%, Tb PFK inh -5%, B2AR arrestin -0.2%, BCR signal inh -26% and TSHR antag 4.
O=C(CSc1n[nH]c(=O)[nH]c1=O)Nc1ccc2c(c1)C(=O)c1ccccc1C2=O was read as uPA generation -6%, TSG101-PTAP inh -6%, ELG1 repair inh inconclusive, Mito fusion act 3%, USP2a inh -4%, Eya2 phos inh -8%, TCR activator 3%, Tb PFK inh inconclusive, B2AR arrestin 0.1%, BCR signal inh 13% and TSHR antag -13.
Cc1nn(Cc2noc(C(=O)NCc3ccc(F)cc3)n2)c(C)c1Br was read as uPA generation 3%, TSG101-PTAP inh -1%, ELG1 repair inh -15%, Mito fusion act 3%&1%, USP2a inh 2%, Eya2 phos inh -3%, Tb PFK inh 2%, B2AR arrestin -0.4%, BCR signal inh -19%&4% and TSHR antag -9.
COC(=O)C1=C(C)NC2=C(C(=O)CCC2)C1c1cccc(C)n1 (configuration not stated) was read as TSG101-PTAP inh -3%, ELG1 repair inh 6%, Mito fusion act 1%, USP2a inh 0%, Eya2 phos inh 2%, TCR activator 5%, Tb PFK inh -3%, B2AR arrestin 0.0%, BCR signal inh 0% and TSHR antag 17.
Screening O=C(/C=C/c1cccs1)NC1CC1 returned uPA generation -2%, TSG101-PTAP inh -4%, ELG1 repair inh inconclusive, Mito fusion act -5%, USP2a inh -1%, Eya2 phos inh -2%, TCR activator 1%, Tb PFK inh -1%, B2AR arrestin -0.1%, BCR signal inh 4% and TSHR antag -1.
For CC(=O)c1cc(-c2ccccc2)n(CC(=O)Nc2cccc(C)c2)c1C the results were uPA generation 3%, TSG101-PTAP inh -1%, ELG1 repair inh -11%, Mito fusion act -1%, USP2a inh -2%, Eya2 phos inh 5%, TCR activator -4%[46.1 µM], Tb PFK inh -3%, B2AR arrestin -0.6%, BCR signal inh 0% and TSHR antag 0.
CC(=O)c1ccc(NC(=O)Cn2c(=O)oc3ccccc32)cc1 was read as uPA generation -1%, TSG101-PTAP inh -4%, ELG1 repair inh 5%, Mito fusion act 6%, USP2a inh 4%, Eya2 phos inh -10%, TCR activator -9%, Tb PFK inh -1%, B2AR arrestin 0.0%, BCR signal inh -2% and TSHR antag -2.
